# SR-BI HDL uptake: inhibitors of mouse SR-BI mediated HDL lipid uptake | 320,000 compounds, 0.96% hits | inhibition, % at 12.5 µM | ldlA[mSR-BI] CHO cells, DiI-HDL uptake fluorescence, 3 h | Q61009;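 active means mean replicate inhibition of at least 70% and a set share of replicates each scoring 70 or more; inconclusive means meets just one of the two criteria; inactive means fails both criteria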;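 further: 0% = median of neutral control wells and 100% = median of positive control wells; values of inactives mirror those of a sister screen read the other way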
# DAGLB inhibitor: diacylglycerol lipase beta (human) inhibition; Q8NCG7; HEK293T DAGLB membrane lysate, EnzChek fluorogenic substrate; inhibition, % at 5.17 µM; 340,000 compounds, 0.059% hits; AID 504411; in the data active means inhibition above about 34%;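 further: 0% = enzyme with vehicle and 100% = wells lacking enzyme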
# Target sequence (Q8NCG7 whole entry, looked up): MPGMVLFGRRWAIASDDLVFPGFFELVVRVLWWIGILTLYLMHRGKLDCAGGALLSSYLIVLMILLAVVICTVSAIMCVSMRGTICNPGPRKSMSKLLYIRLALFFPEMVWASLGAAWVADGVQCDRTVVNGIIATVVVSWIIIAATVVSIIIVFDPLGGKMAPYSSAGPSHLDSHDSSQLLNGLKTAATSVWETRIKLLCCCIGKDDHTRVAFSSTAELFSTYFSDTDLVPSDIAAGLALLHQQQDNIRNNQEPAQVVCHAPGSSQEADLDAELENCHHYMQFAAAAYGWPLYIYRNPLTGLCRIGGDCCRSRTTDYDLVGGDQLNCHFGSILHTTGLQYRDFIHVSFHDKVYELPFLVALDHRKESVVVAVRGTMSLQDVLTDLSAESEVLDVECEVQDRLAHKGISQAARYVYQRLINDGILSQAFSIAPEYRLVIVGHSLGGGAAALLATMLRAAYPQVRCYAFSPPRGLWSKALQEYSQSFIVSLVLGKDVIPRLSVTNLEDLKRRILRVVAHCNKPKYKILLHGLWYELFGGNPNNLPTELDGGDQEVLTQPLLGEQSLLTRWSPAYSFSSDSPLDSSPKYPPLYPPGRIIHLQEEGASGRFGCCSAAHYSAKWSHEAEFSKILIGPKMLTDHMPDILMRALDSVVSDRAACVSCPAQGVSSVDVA
# RTF Ca sens inh: cardiac RTF calcium desensitization; AID 493244; inhibition, % at 7.15 µM; IANBD-labeled cardiac RTF, Ca2+ fluorescence; P19429+P45379; 340,000 compounds, 0.12% hits;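 active means inhibition above the mean inhibition of all tested compounds plus 3 SD, cut at about 17% in these data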;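 further: assay run at fixed EC70 calcium of 1.6 mM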
# Keap1 Nrf2 FP: inhibitors of human Keap1-Nrf2 protein-protein interaction. Q14145. Keap1 Kelch-Nrf2 peptide fluorescence polarization, 1536-well. inhibition, % at 9.4 µM. 340,000 compounds, 0.15% hits; in the data active means inhibition above about 12%; inconclusive means no clear call, values can overlap the other calls; inactive means below about 7.3%;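 further: human Keap1 Kelch domain with fluorescein labeled Nrf2 9mer peptide probe; 0% = neutral control wells and 100% = peptide positive control; higher means more block of Keap1 binding to Nrf2 peptide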
# SR-BI uptake up: SR-BI HDL lipid transfer activation; CHO ldlA[mSR-BI] cells, DiI-HDL uptake fluorescence, 3 h; 100 = double the neutral-control signal; activation, % at 12.5 µM; 320,000 compounds, 0.096% hits;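 active means mean replicate activation of at least 60% and every replicate at or above 60%; inconclusive means mean or all-replicate condition met, but not both; inactive means mean below 60% and not all replicates reaching 60%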;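 further: 0% = median plate neutral-control signal and 100% = twice that signal; values of inactives mirror those of a sister screen read the other way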
#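 Assay system: CHO ldlA[mSR-BI] cells, LDL receptor-null, SR-BI overexpressing; medium: Ham's F12 with 0.5% BSA, HEPES 25 mM, pH 7.4; also added: DiI-HDL 10 µg/mL; timing: 3 h uptake period with compound, 37 °C; signal: DiI fluorescence, bottom read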
# Arrestin-AP2 inh: human beta-arrestin and AP2 interaction inhibition | FITC-arrestin peptide / GST-AP2 beads, flow cytometry; AP2 beta2 appendage carries R879A mutation | inhibition, % at 10 µM | 340,000 compounds, 0.31% hits | AID 504490;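 active means inhibition above a set limit, near 3 SD of compounds lacking own fluorescence, cut at about 54% in these data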;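 further: plate controls were DMSO wells for no effect and 5 µM unlabelled arrestin peptide for full effect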
#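 test system = AP2 appendage R879A on GSH beads | buffer or medium = PBS plus Tween 20 (0.05%) and BSA (0.1%) | incubation = 12 min plus 1 h, RT | detection = bead flow cytometry, FITC channel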
# PvdQ acylase: P. aeruginosa PvdQ acylase inhibition. purified PvdQ acylase, fluorescence plate reader. inhibition, % at 10 µM. 340,000 compounds, 0.063% hits; in the data active means inhibition above about 30%, passing the limit was not always enough; inconclusive means no clear call, values can overlap the other calls;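 further: 0% = vehicle neutral wells and 100% = reference inhibitor wells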
# PKA-R2B act: activates the human PKA-R2B holoenzyme complex. P22694+P31323. PKA-R2B holoenzyme dissociation, Cy5-IP20 fluorescence polarization; R2B truncated from residue 108, S112A mutant; 0% DMSO only, 100% 113 µM cGMP. activation, % at 11.4 µM. 340,000 compounds, 0.079% hits. AID 504700;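 active means activation above a cutoff set at the mean over all compounds plus 3 SD, cut at about 18% in these data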;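 further: higher means more holoenzyme dissociation and a rise in polarization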
# Target sequence (P31323 whole entry, looked up, other chains not shown, the tested form may be a part): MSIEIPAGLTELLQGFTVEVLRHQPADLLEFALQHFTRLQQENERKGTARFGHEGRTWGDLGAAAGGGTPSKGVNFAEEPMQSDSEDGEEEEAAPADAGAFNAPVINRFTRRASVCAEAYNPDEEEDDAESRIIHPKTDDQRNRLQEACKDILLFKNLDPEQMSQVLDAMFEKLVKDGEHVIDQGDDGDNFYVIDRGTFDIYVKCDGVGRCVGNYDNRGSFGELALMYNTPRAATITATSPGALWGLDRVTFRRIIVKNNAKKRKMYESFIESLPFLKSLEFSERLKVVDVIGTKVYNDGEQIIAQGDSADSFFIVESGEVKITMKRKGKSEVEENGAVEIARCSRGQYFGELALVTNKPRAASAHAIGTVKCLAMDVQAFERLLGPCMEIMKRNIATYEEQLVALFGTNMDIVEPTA
# LANA DNA inh: inhibitors of KSHV LANA C-terminal domain DNA binding; MBP-C-LANA/FAM-LBS DNA binding, fluorescence polarization; inhibition, % at 9 µM; 340,000 compounds, 0.078% hits; AID 504423;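 active means highest replicate inhibition at or above 60% at 9 µM, even if other replicates fall short; inactive means all replicates below 60% inhibition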;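 further: 0% = neutral control wells and 100% = 4 µM acridine orange control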
# NSD2 HMT inh: inhibitors of human histone methyltransferase NSD2. O96028. NSD2 peptide methylation, AlphaScreen, 120 min. inhibition, % at 12.5 µM. 310,000 compounds, 0.54% hits; in the data active means inhibition above about 50%
# An asterisk follows results filed as active; ? = inconclusive; . = not tested or not shown.
mol	NSD2 HMT inh	SR-BI HDL uptake	PvdQ acylase	RTF Ca sens inh	DAGLB inhibitor	LANA DNA inh	SR-BI uptake up	PKA-R2B act	Keap1 Nrf2 FP	Arrestin-AP2 inh
CS(=O)(=O)N(C(=O)NC(=O)NC1CCS(=O)(=O)C1)C1CCCCC1 (configuration not stated)	-1	-19	-7	8	2	0.8	19	0	0	8
O=C(O)Cn1nnc(-c2ccc(OCc3ccccc3)cc2)n1	-4	4	-16	-7	0	3.9	-4	2	2	-2
COc1ccc(C(=O)C2CCCN(C(=O)c3cnsn3)C2)c(C)c1 (configuration not stated)	-3	.	7	-12	-2	-1.0	.	-6	0	-2
O=C(Nc1cccnc1)Nc1cc(Cl)cc(Cl)c1	.	2	-3	-7	-1	0.5	-2	-20	0	10
CCCCNC(=O)CC1SC(=NCC)N(CC)C1=O (configuration not stated)	-1	6	-16	-7	-1	0.5	-6	-8	-4	0
COc1ccccc1CNC(=O)[C@H](CCSC)NC(=O)[C@@H]1Cc2ccccc2CN1	.	4	3	-4	0	-0.5	-4	2	2	13
Cc1ccc(N(CC(=O)NCCSc2ccccn2)S(=O)(=O)c2ccc(F)cc2)cc1	-5	-7	-7	-2	-6	-0.4	7	-12	-3	5
O=C1CCCc2oc3c(c21)CCCC3	13	-11	-19	-7	3	2.2	11	14	-5	3
CC(=O)Nc1cccc(NC(=O)CSc2ncc(C(=O)Nc3ccccc3)c(=O)n2C)c1	1	12	-6	3	1	-0.2	-12	1	-23	-1
NC(=O)c1nsc(C(=O)N(c2cccc(F)c2)C(C(=O)NC2CCCC2)c2ccco2)c1N (configuration not stated)	-1	-8	6	8	-1	-1.5	8	-6	2	17
Cc1cc(F)ccc1S(=O)(=O)Nc1ccc(O)c(Sc2ncn[nH]2)c1	2	-18	-18	10	1	2.4	18	7	3	-21
CCN1CCN(C(=O)c2cc(COc3ccc4ncccc4c3)on2)CC1	3	-165	-18	-27	1	-4.1	?	-3	-1	-10
CC(=O)Cn1c(CN2CC(C)CC(C)C2)nc2c1c(=O)n(C)c(=O)n2C (configuration not stated)	7	-13	-5	-4	0	1.0	13	4	-2	16
CC(C)C(=O)N1CC(=O)Nc2ccc(F)cc2C1c1ccc(F)cc1 (configuration not stated)	-4	-26	-1	3	0	1.0	26	-4	-2	3
CCOC(=O)N1CCN(C(=O)/C(=C\c2cccs2)NC(=O)c2cccs2)CC1	-6	22	-6	-3	1	0.9	-22	-6	2	-2
CC(=O)c1ccc(N2C(=NC(=O)COc3ccccc3)SC3CS(=O)(=O)CC32)cc1 (configuration not stated)	-1	-15	-3	-3	4	3.0	15	3	-4	35
CC(=O)CSc1nnc(C(F)(F)F)n1C	0	-20	-10	-4	1	-0.8	20	-1	0	-4
Cc1noc(C(=O)Nc2cccnc2Cl)c1Cl	0	-13	-12	12	-3	-0.1	13	5	-2	5
COc1cc2sc3cc(NCC[C@@H]4CCCN4C)ccc3c(=O)c2cc1OC	.	63	11	-5	-9	-4.8	-63	-3	-6	6
CSc1ccccc1NC(=S)Nc1cccc(C(F)(F)F)c1	-1	-12	-15	-3	0	1.3	12	0	-2	-4
COc1ccc(OC)c(NC(=O)CCCNC(=O)c2ccc(Cl)cc2)c1	-2	13	-14	-5	0	-6.5	-13	7	-2	3
CC(=O)NC(CC(=O)NC1CCCCC1)c1ccccc1 (configuration not stated)	-2	-15	-5	2	0	0.6	15	4	-1	-2
Nc1nc(-n2cnnc2)nn1-c1ccccc1	-8	-17	-9	-4	1	0.1	17	-6	1	-8
CCN1CCN(c2nc(-c3cccs3)nc3ccccc23)CC1	9	3	-4	1	-2	-0.9	-3	-8	-8	-3
O=C(CCS(=O)(=O)c1ccc(Cl)cc1)N1CCN(c2ccccc2F)CC1	-4	8	-5	-7	-2	0.6	-8	12	3	10
CCn1c(NCc2ccccc2Cl)nc2ccccc21	1	19	-1	-4	-2	-2.4	-19	-18	0	3
Cc1ccccc1C(=O)c1cccn1CC(=O)O	2	-11	3	-1	1	1.1	11	5	1	38
COc1cccc(-c2c(-c3cc(OC)cc(OC)c3)n(C)c3ccc(-c4ccc5cc[nH]c5c4)cc23)c1	.	68	7	-4	-4	-0.2	-68	-13	-4	0
CC12CCC(C(=O)N(NC(=O)c3ccccc3O)C1=O)C2(C)C (configuration not stated)	-2	6	-11	-5	-2	1.6	-6	-7	-1	1
C=CCOc1ccc(Cl)cc1C(=O)O	1	-28	2	-8	-3	0.4	28	-3	-6	10
CCc1noc2c1/C(=N\O)CC(c1ccccc1)C2 (configuration not stated)	-1	-32	5	4	-7	0.4	32	-6	-5	15
C=C1CC2(OC1=O)c1ccccc1CCc1ccccc12	0	16	-18	-2	6	-0.2	-16	4	-4	8
CCn1c(SCC(=O)Nc2nc(C)c(C)s2)nnc1-c1ccco1	-5	-1	6	1	1	-2.8	1	-6	-2	12
NC(=S)N/N=C/c1cccc(/C=N/NC(N)=S)c1	0	.	-7	-3	3	-1.6	.	3	-3	27
COc1ccccc1CC(=O)Nc1ncc(C)s1	0	-9	-7	-11	-5	-2.5	9	1	-8	6
O=C(/C=C/Nc1ccc([N+](=O)[O-])cc1Br)c1cccc2ccccc12	32	-26	7	-11	0	0.1	26	7	-1	20
O=C(CSc1nnc(COc2ccc(Cl)cc2)o1)N1c2ccccc2CCc2ccccc21	3	75*	-1	6	-4	-0.2	-75	4	1	17
Cc1ccc2c(c1)NC(=O)C(N1CCOCC1)(C(F)(F)F)O2 (configuration not stated)	0	-3	-4	-4	1	-1.2	3	10	-1	-1
Cc1cccc(/C(N)=N/OC(=O)COc2ccccc2Cl)c1	-1	-5	-15	-12	-12	1.1	5	-5	-3	-3
COc1ccc(Cl)cc1NC(=O)NC(C)c1ccncc1 (configuration not stated)	-1	42	7	4	-3	-0.1	-42	9	-5	5
O=C(Nc1nc(-c2ccccc2)cs1)C1c2ccccc2Oc2ccccc21	-1	33	-12	0	0	0.7	-33	-1	-4	-1
CC(=O)Nc1ccc(-c2csc(NC(=O)c3ccc(C)o3)n2)cc1	2	39	-10	-9	-1	-1.8	-39	7	-4	-4
Nc1c(C(=O)Nc2ccc3c(c2)OCCO3)nnn1Cc1cccc(Cl)c1	0	-4	-16	-2	1	-2.1	4	-14	-4	-4
CCS(=O)(=O)N1CCC(C(=O)NCCCN2CCN(c3ccccc3F)CC2)CC1	5	-19	-5	-2	-1	-0.3	19	-7	0	4
CC(=O)SC(C)CC(=O)NCc1ccccc1 (configuration not stated)	-1	-10	-10	-11	-2	3.0	10	-6	3	-3
O=C(NCCN1CCCC1)c1ccc(Br)cc1	-1	-19	-19	1	-1	0.7	19	0	1	-3
O=C(NNC(=O)C1CC1)Nc1ccc(Cl)cc1	-1	-13	-9	4	0	-4.9	13	-3	-4	5
Cc1nc2sc(C(c3ccc(Cl)cc3)N3CC(C)OC(C)C3)c(O)n2n1 (configuration not stated)	-7	-25	6	-2	1	0.1	25	10	-2	14
Cc1[nH]cnc1CSCc1ccc(Cl)cc1	-3	-30	-11	-13	-1	0.9	30	-7	-5	-9
OCCN(Cc1ccccc1)Cc1ccccc1F	-3	-5	-1	2	-3	0.0	5	3	1	4
Cc1ccc(C(OCCN(C)C)c2cccc(C(F)(F)F)c2)cc1 (configuration not stated)	9	-32	4	-5	-1	0.0	32	-5	-3	5
CC1(C)CCN2CCC(C)(C)c3c(O)ccc1c32	5	10	-13	-167	-17	28	-10	4	-16	6
Cc1cc(NC(=O)CSc2nccn2C)n(-c2ccccc2)n1	-1	-6	0	-6	-6	1.1	6	4	-4	10
CC(C)COc1ccc(C(=O)OCCN2CCOCC2)cc1	0	4	-1	-3	-4	-0.6	-4	-5	0	19
Cc1ccccc1C(=O)NCCNC(=O)c1ccccn1	6	-6	11	9	-2	0.4	6	-6	-2	21
CCC(Cc1ccccc1)NC(=O)/C=C/c1ccco1 (configuration not stated)	3	-1	1	-12	5	0.2	1	-10	-7	-13
CC(C)[C@H](NC(=O)[C@H]1N2C(=O)c3ccccc3C2SC1(C)C)C(=O)NCc1ccco1 (some centres not stated)	1	-27	3	-11	1	-1.5	27	-5	-4	21
C=CCNC(=O)Nc1ccc(F)c(Cl)c1	-4	-26	-7	5	-4	-1.0	26	-17	-2	-1
O=C(CNC(=O)c1ccc(-c2ccccc2)cc1)Nc1ccc(S(=O)(=O)Nc2ncccn2)cc1	-1	.	-9	0	1	-1.4	.	-4	-3	-13
O=C1CC(c2ccc(S(=O)(=O)Nc3cc(C(F)(F)F)cc(C(F)(F)F)c3)cc2)CN1 (configuration not stated)	-1	-13	-4	-2	3	-0.9	13	-3	1	1

# Some of these compounds in order of formula weight, descending:
mol	NSD2 HMT inh	SR-BI HDL uptake	PvdQ acylase	RTF Ca sens inh	DAGLB inhibitor	LANA DNA inh	SR-BI uptake up	PKA-R2B act	Keap1 Nrf2 FP	Arrestin-AP2 inh
Cc1ccccc1C(=O)NCCNC(=O)c1ccccn1	6	-6	11	9	-2	0.4	6	-6	-2	21
O=C(Nc1cccnc1)Nc1cc(Cl)cc(Cl)c1	.	2	-3	-7	-1	0.5	-2	-20	0	10
NC(=S)N/N=C/c1cccc(/C=N/NC(N)=S)c1	0	.	-7	-3	3	-1.6	.	3	-3	27

# Next section:
mol	NSD2 HMT inh	SR-BI HDL uptake	PvdQ acylase	RTF Ca sens inh	DAGLB inhibitor	LANA DNA inh	SR-BI uptake up	PKA-R2B act	Keap1 Nrf2 FP	Arrestin-AP2 inh
COc1ccc(-c2nn(-c3ccccc3)cc2/C=C/C(=O)OCC(=O)Nc2ccc(C#N)cc2)cc1	.	87*	-3	3	-5	-0.3	-87	1	1	2
Cc1ccccc1NS(=O)(=O)c1ccc2c(c1)oc(=O)n2C	5	-43	-16	-10	-2	-0.3	43	-17	-1	1
CCOC(=O)C1(Cc2ccccc2)CCN(Cc2cccn2-c2nccs2)CC1	1	-43	13	-5	-3	-2.9	43	4	0	0
CSc1ccccc1C(=O)NC1CCCC1	0	5	2	-7	2	1.6	-5	0	-1	9
Cc1cc(CN2CCCC(CO)(Cc3cccc(Cl)c3)C2)n[nH]1 (configuration not stated)	1	-18	7	4	-2	-1.4	18	-16	-5	2
CCCC[C@@H]1CNC(=O)C(=O)N1CCc1cc(C(F)(F)F)cc(C(F)(F)F)c1	.	5	-14	10	0	0.6	-5	-1	-5	.
O=C(c1ccccc1)N(C1=NCCCCS1)c1ccccc1	-2	17	11	2	-2	8.2	-17	-9	-3	-4
COc1cc2c3nc4n(c(=O)c3n(CC(=O)N3CCCC3)c2cc1OC)CCS4	-5	-21	0	8	2	-0.8	21	-5	3	-8

# Screening results as filed in PubChem BioAssay.
